High-throughput results as filed in PubChem BioAssay.
NSD2 block – NSD2 (human) methyltransferase inhibition. O96028. NSD2-SET H3K36me1 DELFIA fluorescence, biochemical. inhibition, % at 12.5 µM. 44,000 compounds, 0.07% hits. AID 624260; in the data active = inhibition above about 54%, passing the limit was not always enough; inconclusive = no clear call, values can overlap the other calls;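 note: inhibitors reduce the monomethyl H3K36 fluorescence signal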
Target sequence (O96028 whole entry, looked up): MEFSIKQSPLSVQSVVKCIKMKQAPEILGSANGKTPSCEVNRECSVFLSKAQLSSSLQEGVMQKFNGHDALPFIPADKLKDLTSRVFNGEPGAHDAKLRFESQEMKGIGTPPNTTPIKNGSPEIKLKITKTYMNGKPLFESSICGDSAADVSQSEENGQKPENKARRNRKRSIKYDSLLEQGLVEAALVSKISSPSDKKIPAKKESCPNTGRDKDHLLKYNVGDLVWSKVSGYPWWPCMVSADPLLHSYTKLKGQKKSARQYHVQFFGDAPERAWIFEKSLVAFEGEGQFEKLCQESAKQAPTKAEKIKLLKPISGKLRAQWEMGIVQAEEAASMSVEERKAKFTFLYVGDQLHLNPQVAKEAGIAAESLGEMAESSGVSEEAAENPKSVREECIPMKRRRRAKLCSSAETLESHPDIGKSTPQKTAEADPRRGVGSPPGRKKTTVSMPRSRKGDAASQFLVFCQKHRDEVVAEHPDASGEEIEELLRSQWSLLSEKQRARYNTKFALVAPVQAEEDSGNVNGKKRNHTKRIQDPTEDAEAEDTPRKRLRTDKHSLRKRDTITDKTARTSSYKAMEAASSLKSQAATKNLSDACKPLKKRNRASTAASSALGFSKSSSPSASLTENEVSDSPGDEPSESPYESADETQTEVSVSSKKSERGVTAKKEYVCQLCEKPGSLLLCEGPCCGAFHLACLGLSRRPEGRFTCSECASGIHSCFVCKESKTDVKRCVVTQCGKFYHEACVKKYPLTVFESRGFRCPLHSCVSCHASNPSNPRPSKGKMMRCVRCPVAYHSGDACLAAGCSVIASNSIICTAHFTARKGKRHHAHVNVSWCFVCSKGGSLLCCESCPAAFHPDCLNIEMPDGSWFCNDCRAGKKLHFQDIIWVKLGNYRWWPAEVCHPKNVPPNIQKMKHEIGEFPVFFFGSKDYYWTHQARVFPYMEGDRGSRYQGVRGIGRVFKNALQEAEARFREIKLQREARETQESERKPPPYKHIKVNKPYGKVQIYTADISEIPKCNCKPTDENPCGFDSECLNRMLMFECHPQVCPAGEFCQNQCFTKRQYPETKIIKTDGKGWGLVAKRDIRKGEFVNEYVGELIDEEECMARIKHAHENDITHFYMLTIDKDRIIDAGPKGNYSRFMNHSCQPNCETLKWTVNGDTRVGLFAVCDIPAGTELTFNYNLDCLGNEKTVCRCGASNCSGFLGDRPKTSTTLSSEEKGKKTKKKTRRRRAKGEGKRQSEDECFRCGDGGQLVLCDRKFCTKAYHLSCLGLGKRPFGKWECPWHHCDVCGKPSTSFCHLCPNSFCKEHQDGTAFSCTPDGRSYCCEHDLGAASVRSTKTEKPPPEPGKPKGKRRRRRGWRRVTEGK
* marks the source's active call; other numbers are inactive results; u = inconclusive. An excerpt; rates above refer to the full screens.

item | SMILES | NSD2 block
1 | CC(C)NC(=O)N(C)C[C@H]1Oc2cc(C#CC(C)(C)O)ccc2S(=O)(=O)N([C@H](C)CO)C[C@H]1C | -1
2 | C[C@@H]1CCCCO[C@@H](CN(C)C(=O)c2ccncc2)[C@@H](C)CN([C@H](C)CO)C(=O)c2cc(NS(=O)(=O)c3ccc(F)cc3)ccc2O1 | 0
3 | CCC(=O)N(C)C[C@H]1Oc2cc(C#Cc3ccccc3)ccc2S(=O)(=O)N([C@@H](C)CO)C[C@H]1C | -1
4 | O=C(OC1C(c2c(O)cc(O)c(C(=O)c3ccc(O)cc3)c2O)OC(CO)C(O)C1O)c1cc(O)c(O)c(O)c1 (stereo not drawn) | 55
5 | C[C@H]1CN([C@@H](C)CO)S(=O)(=O)c2ccc(-c3ccc(C#N)cc3)cc2O[C@H]1CN(C)Cc1ccccn1 | -3
6 | COc1ccccc1-c1coc2cc(O)ccc2c1=O | 5
7 | C[C@H]1CN([C@@H](C)CO)C(=O)c2cc(-c3cccc(C#N)c3)cnc2O[C@H]1CN(C)Cc1cccnc1 | -4
8 | COc1ccc(NC(=O)N(C)C[C@@H]2OCCCC[C@@H](C)Oc3ccc(NC(=O)NC4CCCCC4)cc3C(=O)N([C@H](C)CO)C[C@H]2C)cc1 | -2
9 | C[C@H]1CN([C@@H](C)CO)C(=O)c2cc(NC(=O)Nc3ccc(C(F)(F)F)cc3)ccc2O[C@H]1CN(C)Cc1ccc(-c2ccccc2)cc1 | -6
10 | C[C@@H]1CN([C@@H](C)CO)S(=O)(=O)c2ccc(-c3cccc(C#N)c3)cc2O[C@@H]1CN(C)C | 2
11 | CCCNC(=O)N(C)C[C@@H]1Oc2ncc(/C=C/c3ccccc3)cc2C(=O)N([C@@H](C)CO)C[C@@H]1C | 2
12 | C[C@H]1CN([C@@H](C)CO)C(=O)c2cccc(NC(=O)c3nc4ccccc4s3)c2O[C@@H]1CN(C)CC1CCCCC1 | -3
13 | C[C@@H]1CN([C@@H](C)CO)C(=O)c2cccc(NC(=O)CCCCCC(=O)Nc3ccccc3N)c2O[C@@H]1CN(C)C(=O)Nc1ccc2c(c1)OCO2 | -5
14 | COCC#Cc1cnc2c(c1)C(=O)N([C@H](C)CO)C[C@H](C)[C@@H](CN(C)C(=O)c1cnccn1)O2 | 3
15 | Cc1noc(C)c1NC(=O)Nc1ccc2c(c1)C(=O)N([C@@H](C)CO)C[C@H](C)[C@H](CN(C)Cc1ccc(C(F)(F)F)cc1)OCCCC[C@@H](C)O2 | -8
16 | C[C@H](CO)N1C[C@H](C)[C@H](CN(C)C(=O)Nc2ccccc2)Oc2cc(C#CC3(O)CCCC3)ccc2S1(=O)=O | -7
17 | C[C@@H]1CN([C@H](C)CO)C(=O)c2cc(NC(=O)Nc3ccc4c(c3)OCO4)ccc2O[C@@H](C)CCCCO[C@H]1CN(C)Cc1ccccc1 | 5
18 | C[C@@H]1CN([C@@H](C)CO)C(=O)c2cc(NC(=O)Nc3ccc(F)cc3)ccc2O[C@H]1CN(C)S(=O)(=O)c1cccs1 | 0
19 | CC(C)CC#Cc1ccc2c(c1)O[C@@H](CN(C)Cc1cccc(F)c1)[C@@H](C)CN([C@@H](C)CO)S2(=O)=O | 1
20 | C[C@@H]1CN([C@H](C)CO)C(=O)c2cc(NC(=O)c3ccncc3)ccc2O[C@H]1CN(C)S(=O)(=O)c1cn(C)cn1 | 15
21 | C[C@H](CO)N1C[C@H](C)[C@@H](CN(C)Cc2ccc3c(c2)OCO3)Oc2c(NC(=O)Nc3cccc4ccccc34)cccc2C1=O | -7
22 | C[C@H]1CN([C@@H](C)CO)C(=O)CCCn2nncc2CO[C@H]1CN(C)Cc1cccc(C(F)(F)F)c1 | -2
23 | C[C@@H]1CN([C@H](C)CO)C(=O)c2cc(NC(=O)Nc3ccc4c(c3)OCO4)ccc2O[C@@H]1CN(C)S(=O)(=O)c1cn(C)cn1 | 2
24 | Cc1ccc(-c2cnc3c(c2)C(=O)N([C@H](C)CO)C[C@@H](C)[C@H](CN(C)Cc2ccccc2C(=O)O)O3)cc1 | 13
25 | Cc1noc(C)c1NC(=O)N(C)C[C@@H]1Oc2ccc(NC(=O)NC3CCCCC3)cc2C(=O)N([C@@H](C)CO)C[C@H]1C | -1
26 | C[C@@H]1CN([C@H](C)CO)C(=O)c2cccc(NC(=O)Nc3ccc(F)cc3)c2O[C@H]1CN(C)S(=O)(=O)c1ccccc1 | -5
27 | CC(=O)N(C)C[C@@H]1Oc2ncc(C3=CCCC3)cc2C(=O)N([C@@H](C)CO)C[C@@H]1C | -9
28 | O=C1CCC[C@@H]2c3[nH]c4ccccc4c3CCN12 | -3
29 | COc1ccc(NC(=O)Nc2cccc3c2O[C@@H](CN(C)S(=O)(=O)c2ccc(Cl)cc2)[C@@H](C)CN([C@H](C)CO)C3=O)cc1 | -12
30 | C=CCOC(=O)C1=C[C@H](c2csc3ccccc23)[C@@H](CCCO)[C@H](OCC)O1 | 5
31 | Cc1noc(C)c1S(=O)(=O)Nc1ccc2c(c1)C(=O)N([C@@H](C)CO)C[C@H](C)[C@@H](CN(C)S(=O)(=O)c1cccs1)O2 | 0
32 | C[C@@H]1CN([C@@H](C)CO)C(=O)c2cc(C#Cc3ccc(F)cc3)cnc2O[C@@H]1CN(C)CC1CCOCC1 | -3
33 | C[C@H](CO)N1C[C@H](C)[C@@H](CN(C)C(=O)Nc2cccc3ccccc23)Oc2ccc(NC(=O)Nc3ccccc3)cc2CC1=O | -15
34 | C[C@@H]1CN([C@H](C)CO)C(=O)c2cc(NC(=O)Cc3cn(C)c4ccccc34)ccc2O[C@@H]1CN(C)Cc1ccc(Cl)c(Cl)c1 | -2
35 | COCC(=O)N(C)C[C@@H]1Oc2ncc(-c3cccc(OC)c3)cc2C(=O)N([C@@H](C)CO)C[C@H]1C | 24
36 | CC(C)NC(=O)N[C@@H]1C=C[C@@H](CC(=O)NCc2ccc(Oc3ccccc3)cc2)O[C@H]1CO | 5
37 | COc1ccc(NC(=O)Nc2ccc3c(c2)C(=O)N([C@H](C)CO)C[C@H](C)[C@@H](CN(C)C(=O)Nc2ccc(OC)cc2)O3)cc1 | 0
38 | C[C@H]1CN([C@@H](C)CO)S(=O)(=O)c2ccc(C#Cc3ccccc3)cc2O[C@@H]1CN(C)C | 0
39 | CC(C)NC(=O)Nc1ccc2c(c1)CC(=O)N([C@H](C)CO)C[C@H](C)[C@@H](CN(C)S(=O)(=O)c1cn(C)cn1)O2 | -3
40 | C[C@@H]1CN([C@H](C)CO)C(=O)Cc2cc(NC(=O)Nc3ccc(C(F)(F)F)cc3)ccc2O[C@@H]1CN(C)Cc1ccncc1 | -5

Two compounds picked at random from those above, as already listed:
item | SMILES | NSD2 block
28 | O=C1CCC[C@@H]2c3[nH]c4ccccc4c3CCN12 | -3
16 | C[C@H](CO)N1C[C@H](C)[C@H](CN(C)C(=O)Nc2ccccc2)Oc2cc(C#CC3(O)CCCC3)ccc2S1(=O)=O | -7

Continuation.
item | SMILES | NSD2 block
41 | C[C@H](CO)N1C[C@H](C)[C@H](CN(C)Cc2ccc(Cl)c(Cl)c2)Oc2ccc(NC(=O)CCCN(C)C)cc2C1=O | 1
42 | CNC[C@H]1Oc2c(NC(=O)Nc3c(C)noc3C)cccc2C(=O)N([C@@H](C)CO)C[C@H]1C | 5
43 | C[C@@H]1CN([C@@H](C)CO)C(=O)c2cc(-c3ccncc3)cnc2O[C@@H]1CN(C)C(=O)NC1CCCC1 | u
44 | C[C@@H]1CN([C@@H](C)CO)C(=O)c2cc(C#CCN(C)C)cnc2O[C@H]1CN(C)C | 4
45 | C[C@@H]1CN([C@@H](C)CO)C(=O)c2cc(C#CC3CCCCC3)cnc2O[C@H]1CN(C)S(=O)(=O)c1cccc(F)c1 | -2
46 | C[C@@H]1CN([C@@H](C)CO)C(=O)c2cc(NC(=O)NC3CCCCC3)ccc2O[C@@H](C)CCCCO[C@@H]1CN(C)C | 1
47 | C[C@@H]1CN([C@@H](C)CO)C(=O)c2cc(C#CC3(O)CCCC3)cnc2O[C@H]1CN(C)Cc1cncnc1 | -5
48 | C[C@H]1CN([C@@H](C)CO)C(=O)c2cc(NC(=O)C3CC3)ccc2O[C@@H]1CN(C)Cc1ccc(Oc2ccccc2)cc1 | 4
49 | COc1ccc(S(=O)(=O)Nc2ccc3c(c2)CC(=O)N([C@H](C)CO)C[C@H](C)[C@@H](CN(C)CC2CCCCC2)O3)cc1 | -5
50 | C[C@H]1CN([C@@H](C)CO)C(=O)c2c(c3ccccc3n2C)-c2ccccc2CO[C@H]1CN(C)S(=O)(=O)c1cccs1 | -4
51 | C[C@@H]1CN([C@H](C)CO)C(=O)c2cc(-c3cccc(C(=O)N(C)C)c3)cnc2O[C@@H]1CN(C)S(=O)(=O)c1ccc(F)cc1 | 3
52 | COc1ccc(CN(C)C[C@H]2Oc3ccc(NC(=O)NC4CCCCC4)cc3CC(=O)N([C@H](C)CO)C[C@@H]2C)cc1 | -6
53 | C[C@@H]1CN([C@@H](C)CO)C(=O)c2cc(NC(=O)Nc3ccc(C(F)(F)F)cc3)ccc2O[C@@H]1CN(C)Cc1ccc(C(=O)O)cc1 | -1
54 | C[C@H]1CN([C@@H](C)CO)C(=O)c2cc(C3=CCCC3)cnc2O[C@@H]1CN(C)C | 1
55 | C[C@H](CO)N1C[C@H](C)[C@H](CN(C)C(=O)Nc2ccc(C(F)(F)F)cc2)Oc2ccc(NC(=O)CCCCCC(=O)Nc3ccccc3N)cc2C1=O | 1
56 | C[C@H]1CN([C@@H](C)CO)C(=O)c2cc(C#CCN(C)C)cnc2O[C@H]1CN(C)Cc1ccccn1 | 1
57 | C[C@H]1CN([C@@H](C)CO)C(=O)c2cc(NC(=O)CCC(F)(F)F)ccc2O[C@@H]1CN(C)S(=O)(=O)c1ccccc1 | 3
58 | O=C(C1=C[C@H](c2ccc3c(c2)OCO3)C[C@H](OCc2ccc(CO)cc2)O1)N1CCCCC1 | -2
59 | COc1ccc(CN(C)C[C@H]2Oc3ccc(NC(=O)Cc4cn(C)c5ccccc45)cc3C(=O)N([C@H](C)CO)C[C@@H]2C)cc1 | -1
60 | C[C@H](CO)N1C[C@H](C)[C@H](CN(C)S(=O)(=O)c2cccc(F)c2)Oc2ncc(-c3cccc(F)c3)cc2C1=O | 49
61 | C[C@H]1CN([C@@H](C)CO)C(=O)Cc2cc(NC(=O)CCN3CCOCC3)ccc2O[C@H]1CN(C)S(=O)(=O)c1ccc(F)cc1 | 7
62 | CCCN(C)C[C@H]1OCCCC[C@H](C)Oc2ccc(NS(=O)(=O)c3ccc(OC)cc3)cc2C(=O)N([C@@H](C)CO)C[C@H]1C | 1
63 | COCCOC(=O)N1C(=O)[C@@]2(c3cc(C#CCC(C(=O)OC)C(=O)OC)ccc31)[C@H](c1ccccc1OCCO)N1[C@H](c3ccccc3)[C@H](c3ccccc3)OC(=O)[C@H]1[C@@H]2C(N)=O | -17
64 | C[C@@H]1CN([C@H](C)CO)C(=O)c2cccc(NC(=O)c3ccc(-c4nccs4)cc3)c2O[C@H]1CN(C)Cc1ccc(C(=O)Nc2ccccc2N)cc1 | -4
65 | C[C@@H]1CN([C@@H](C)CO)C(=O)c2cc(-c3ccncc3)cnc2O[C@H]1CN(C)C(=O)c1cccc(F)c1 | -6
66 | C[C@@H]1CN([C@H](C)CO)C(=O)c2cc(-c3ccccc3)cnc2O[C@@H]1CN(C)CC1CC1 | -6
67 | CN(C)c1ccc2c(c1)[C@@H]1C[C@@H](CC(=O)NCc3ccccc3F)O[C@@H](CO)[C@@H]1O2 | -4
68 | C[C@@H]1CN([C@@H](C)CO)C(=O)CCCn2cc(nn2)CO[C@@H]1CN(C)Cc1cccc(C(=O)O)c1 | -1
69 | O=C(CCCCCC(=O)Nc1ccccc1O)N/N=C/c1ccccc1O | -2
70 | COc1ccc(S(=O)(=O)N(C)C[C@H]2Oc3c(NC(=O)NC(C)C)cccc3C(=O)N([C@H](C)CO)C[C@H]2C)cc1 | 13
71 | Cc1noc(C)c1NC(=O)N(C)C[C@H]1OCCCC[C@@H](C)Oc2ccc(NS(C)(=O)=O)cc2C(=O)N([C@H](C)CO)C[C@@H]1C | 0
72 | COCC#Cc1ccc2c(c1)O[C@@H](CN(C)C(=O)Nc1ccc(OC)cc1)[C@H](C)CN([C@H](C)CO)S2(=O)=O | -1
73 | COc1ccc(NC(=O)N(C)C[C@@H]2Oc3ccc(NS(C)(=O)=O)cc3C(=O)N([C@H](C)CO)C[C@@H]2C)cc1 | 7
74 | CCCNC(=O)C[C@H]1C[C@@H]2c3cc(N(C)C)ccc3O[C@@H]2[C@@H](CO)O1 | -2
75 | C[C@@H]1CN([C@@H](C)CO)C(=O)c2cc(NC(=O)C3CCCCC3)ccc2O[C@@H]1CN(C)S(=O)(=O)c1ccccc1 | 3
76 | O=C(N/N=C/c1cc(Br)cs1)c1ccccn1 | 1
77 | O=C(C[C@@H]1CC[C@H](NC(=O)Nc2ccc(C(F)(F)F)cc2)[C@@H](CO)O1)NCCN1CCCC1 | 0
78 | CC(C)C#Cc1ccc2c(c1)O[C@@H](CN(C)C(=O)c1ccccc1)[C@H](C)CN([C@H](C)CO)S2(=O)=O | 0
79 | C[C@H](CO)N1C[C@H](C)[C@@H](CN(C)C(=O)NC2CCCCC2)Oc2ccc(NS(=O)(=O)c3cccs3)cc2CC1=O | -3
80 | CN(C)C(=O)C[C@@H]1C[C@H]2c3cc(NC(=O)CC4CC4)ccc3O[C@H]2[C@H](CO)O1 | -1

3 of the compounds above, field by field.
78: CC(C)C#Cc1ccc2c(c1)O[C@@H](CN(C)C(=O)c1ccccc1)[C@H](C)CN([C@H](C)CO)S2(=O)=O
  NSD2 block: 0

72: COCC#Cc1ccc2c(c1)O[C@@H](CN(C)C(=O)Nc1ccc(OC)cc1)[C@H](C)CN([C@H](C)CO)S2(=O)=O
  NSD2 block: -1

76: O=C(N/N=C/c1cc(Br)cs1)c1ccccn1
  NSD2 block: 1
